# Screening results from PubChem.
# BaF3 parental – parental Ba/F3 cell viability inhibition, counter-screen for JAK2V617F inhibitor project, murine pro-B, CellTiter-Glo luminescence; CellTiter-Glo ATP luminescence; inhibition, % at 5.6 µM; actives 1.1% (n = 220,000);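 active = inhibition above a per-campaign cutoff, the mean inhibition of all tested compounds plus 3 SD, cut at about 27% in these data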;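 note: 0% = DMSO wells and 100% = JAK Inhibitor I control wells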
# p47phox inh – p47phox/p22phox peptide binding inhibitors, primary screen, biochemical, uHTS, NADPH oxidase regulatory subunit | Neutrophil cytosol factor 1 (Homo sapiens), P14598 | fluorescence polarization, 2 h | inhibition, % at 24.7 µM | actives 0.53% (n = 220,000) | AID 1274, 2008;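 active = inhibition above about 30%, limit read from the data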;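 note: 0% = p47phox with labelled peptide and 100% = labelled peptide alone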
# p97 ATPase inh – inhibitors of human p97 ATPase, primary screen, biochemical; Transitional endoplasmic reticulum ATPase (Homo sapiens), P55072; recombinant p97 ATPase, Kinase-Glo ATP luminescence, 3 h; inhibition, % at 8 µM; actives 0.42% (n = 220,000); in the data active = inhibition above about 15%;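 note: 0% = DMSO vehicle and 100% = wells lacking enzyme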
# Target sequence (P55072 whole entry, looked up): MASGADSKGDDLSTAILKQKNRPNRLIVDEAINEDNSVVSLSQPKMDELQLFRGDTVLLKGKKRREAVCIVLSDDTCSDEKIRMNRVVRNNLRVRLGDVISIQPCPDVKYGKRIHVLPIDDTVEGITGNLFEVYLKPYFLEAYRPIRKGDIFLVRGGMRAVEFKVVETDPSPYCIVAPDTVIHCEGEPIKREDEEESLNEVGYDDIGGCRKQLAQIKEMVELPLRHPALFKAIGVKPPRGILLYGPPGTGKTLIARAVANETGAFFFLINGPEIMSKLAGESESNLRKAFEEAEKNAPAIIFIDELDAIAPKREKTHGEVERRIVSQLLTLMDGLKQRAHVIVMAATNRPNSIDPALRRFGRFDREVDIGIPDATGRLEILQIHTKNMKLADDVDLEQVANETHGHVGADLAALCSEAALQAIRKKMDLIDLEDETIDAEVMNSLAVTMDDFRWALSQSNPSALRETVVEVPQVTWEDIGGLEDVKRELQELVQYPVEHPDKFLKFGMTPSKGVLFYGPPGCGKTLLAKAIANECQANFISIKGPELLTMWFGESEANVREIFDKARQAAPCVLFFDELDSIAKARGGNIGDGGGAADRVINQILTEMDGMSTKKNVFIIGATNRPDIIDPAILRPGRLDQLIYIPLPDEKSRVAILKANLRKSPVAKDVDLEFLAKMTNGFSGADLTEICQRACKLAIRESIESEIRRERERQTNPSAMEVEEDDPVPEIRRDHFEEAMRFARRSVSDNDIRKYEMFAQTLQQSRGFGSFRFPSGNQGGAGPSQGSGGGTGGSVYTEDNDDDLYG
# Tb hexokinase – Trypanosoma brucei hexokinase 1 inhibitors, primary screen, biochemical, G6PDH-coupled NADH absorbance, MLSCN library | hexokinase 1 [Trypanosoma brucei] | recombinant TbHK1, G6PDH-coupled NADH A340 | inhibition, % at 10 µM | actives 0.11% (n = 220,000);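 active = inhibition of 50% or more in the single-dose primary screen; inactive = inhibition below 50%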
# PGE2 EP2 inh – human EP2 receptor antagonists, primary screen, TR-FRET cAMP, C6 glioma cells; Prostaglandin E2 receptor EP2 subtype (Homo sapiens), P43116; C6 glioma cells expressing human EP2; cells stimulated with saturating PGE2; inhibition, % at 25 µM; actives 0.52% (n = 260,000); AID 1422, 2008;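 active = percent inhibition above 40 after rounding to a whole number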;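 note: rat C6 glioma host cells with rolipram phosphodiesterase inhibitor present; the protocol text gives 20 µM as final concentration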
# Ba/F3 V617F tox – reduced viability of JAK2V617F-dependent Ba/F3 cells, primary screen, JAK2V617F inhibitor project, cell-based, Ba/F3 EpoR-JAK2V617F, luminescence | ATP luminescence | inhibition, % at 5.6 µM | actives 1.1% (n = 220,000);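 active = inhibition above the campaign mean plus 3 SD over all tested compounds, cut at about 24% in these data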;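 note: cytokine-independent growth of Ba/F3 cells driven by EpoR plus mutant JAK2; 0% = DMSO-treated cells and 100% = JAK inhibitor I control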
# RBBP9 inh – human RBBP9 inhibitors, primary screen, biochemical, fluorescence polarization, FP-Rh probe, HTS. Serine hydrolase RBBP9 (Homo sapiens), O75884. recombinant RBBP9. inhibition, % at 7.94 µM. actives 0.2% (n = 220,000). AID 1515, 2009;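 active = inhibition above the campaign mean of all tested compounds plus 3 SD, cut at about 14% in these data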;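 note: plate controls were DMSO wells with RBBP9 for no effect and wells lacking RBBP9 protein for full effect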
# Target sequence (O75884 whole entry, looked up): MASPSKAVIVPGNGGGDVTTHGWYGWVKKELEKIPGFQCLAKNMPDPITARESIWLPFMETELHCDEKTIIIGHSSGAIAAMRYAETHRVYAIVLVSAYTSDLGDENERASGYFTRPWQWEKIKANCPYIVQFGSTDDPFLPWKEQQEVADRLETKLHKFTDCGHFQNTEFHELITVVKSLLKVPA
#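 Measured by: FP readout at 525/598 nm; material: recombinant human RBBP9; also added: Serine-hydrolase probe FP-Rh, 375 nM pre-mixing; medium: Tris buffer pH 8.0, NaCl, Pluronic; replication: one well per compound; doses: one concentration, 7.94 µM nominal, 0.794% DMSO; timing: preincubation 30 min plus labeling 45 min at 25 °C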
# PPC-1+TRAIL kill – compounds killing PPC-1 cancer cells with TRAIL present, primary screen, TRAIL potentiator project, ATPLite luminescence, uHTS; cell killing (% activity), % at 4 µM; actives 0.41% (n = 220,000); PPC-1 cells + TRAIL, ATPLite viability luminescence;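 active = cell killing above 50% in the first pass at 4 µM, then a duplicate retest at 5 µM averaging 50% or more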;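 note: plate controls were cells with TRAIL plus DMSO for no effect and medium-only wells lacking cells for full effect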
# Furin inh – human furin inhibitors, primary screen, biochemical, fluorescence intensity | P09958 | purified furin, fluorogenic substrate cleavage | inhibition, % at 30 µM | actives 0.061% (n = 220,000) | AID 463115, 2010; in the data active = inhibition above about 25%; note: inactives centre near -15
# Active calls of the source: *; / = not tested or not shown; & = joins results of further samples; [ ] = remark or other dose. An excerpt; rates above refer to the full screens.
SMILES,BaF3 parental,p47phox inh,p97 ATPase inh,Tb hexokinase,PGE2 EP2 inh,Ba/F3 V617F tox,RBBP9 inh,PPC-1+TRAIL kill,Furin inh
COC(=O)c1sc(NC(=O)Cc2cccs2)nc1C,4.6,-9.8,-0.4,1.4,6.8,1.2,-6.2,28.1,-14.6[20 µM]
COc1ccc(NC(=O)CCS(=O)(=O)c2ccc3c(c2)CCCN3C(C)=O)cc1,1.9,0.9,-0.2,3.5,9.5,0.2,-6.1,-13.6,-32.8
O=C(O)CC(SCC(=O)NC1CCCc2ccccc21)C(=O)O (stereo unspecified),-0.4,-6.9,4.9,-3.7,9.1,-2.7,-2.4,19.7,-14.2
Clc1ccc(-c2cn3cc(Br)ccc3n2)cc1Cl,5.0,-12.8,-0.8,-3.5,9.0,1.5,-3.4,31.7,-13.7
CCOc1ccc(C(OC(=O)c2ccco2)C(=O)NCc2ccc(C)cc2)cc1 (stereo unspecified),1.7,-1.0,-0.5,2.3,5.8,-0.3,-4.5,-2.1,-10.4[20 µM]
CCOC(=O)c1ccc(NC(=O)COc2ccccc2CNCCc2ccccc2)cc1,2.2,-7.6,6.2,0.7,5.9,3.8,1.4,15.6,-14.3
CCOC(=O)CCCN1CC(O)=C(c2nc3ccccc3s2)C1=N,5.3,-10.2,-8.8,-11.9,-2.8,8.1,-7.5,6.3,6.5
CCOc1ccc(CCNC(=O)CN(C)S(=O)(=O)c2ccc3c(c2)CCC(=O)N3)cc1OCC,4.3,-17.0,1.8,0.6,6.3,0.8,-3.2,16.9,-21.6
O=c1[nH]c2ccccc2c(O)c1SCCO,8.8,-1.0,-2.3,0.5,10.9,4.9,-12.4,3.6,-3.4
CCOC(=O)C1=C(C)OC(N)=C(C#N)C1c1cc2c(cc1[N+](=O)[O-])OCO2 (stereo unspecified),8.1,26.5,7.2,-11.4,13.7,2.1,5.8,-27.7,-38.0
CC(=O)NN1C(=O)/C(=C/c2ccc(C(C)C)cc2)SC1=S,-2.4,-15.5,3.2,-5.3,5.8,-3.0,2.5,11.1,-19.4
Cc1ccc(C(C)C)c(Oc2nnnn2-c2ccccc2)c1,5.2,-2.2,-5.1,4.3,4.8,7.7,-4.5,-1.0,-8.9[20 µM]
COc1cc(/C=C/C(=O)NCc2nc3ccccc3[nH]2)cc(OC)c1OC,-1.7,-10.5,3.2,-21.0,11.6,-4.4,-4.9,16.9,-33.1
O=C(COC(=O)c1ccc(Cl)s1)c1cc2ccccc2o1,6.6,-53.5,-6.1,8.3,2.3,6.5,-0.7,13.8,1.6[20 µM]
COc1ccc(C2=NNC(=Nc3cc(S(=O)(=O)N(C)C)ccc3C)SC2)c(OC)c1,-3.4,-25.7,-1.0,-39.1,9.1,-1.1,-10.7,0.3,-3.7
CCOC(=O)c1c(/N=C/c2ccccc2O)sc2c1CCC2,-4.4,-2.1,1.9,-2.2,6.5,8.4,2.6,5.8,-13.0
O=C(CSCc1ccc(Br)cc1)NCc1ccccn1,2.3,-4.8,0.9,-4.3,7.7,-1.7,2.4,-7.7,-17.4
O=C(/C=C/c1cccc(F)c1)Nc1ccc(S(=O)(=O)Nc2ncccn2)cc1,3.6,-25.6,5.4,-14.3,10.9,-2.5,-4.4,8.8,-29.0
CC(=O)Nc1ccc(S(=O)(=O)Nc2nc3cc4c(cc3nc2Cl)OCCO4)cc1,-0.4,3.6,11.1,-15.4,14.9,-3.1,-5.7,-2.8,-28.6
CCOc1ccc(CCNC(=O)C2=C(C)C(=O)OC23CCC(C)CC3)cc1 (stereo unspecified),4.2,-2.2,4.0,-1.0,10.8,-4.8,-8.7,-6.4,-15.6
O=C(Nc1cc(C(F)(F)F)ccc1Cl)c1cc2nc3c(c(C(F)(F)F)n2n1)CCCC3,5.2,-19.3,3.6,5.2,21.2,-2.8,-2.4,16.4,-26.0[20 µM]
O=C(O)C1Cc2[nH]cnc2C(c2cccc([N+](=O)[O-])c2)N1 (stereo unspecified),4.2,-1.3,1.4,-7.7,6.9,-0.6,-11.0,1.3,-21.8
CN(C(=O)c1ccccc1Cl)C1CCCCC1,1.0,-12.0,7.7,3.2,5.5,-2.8,5.6,1.8,19.8[20 µM]
CCOC(=O)N1CCN(c2cc(NCCC(=O)O)c3c4c(onc24)-c2ccccc2C3=O)CC1,3.7,-7.5,4.9,5.1,/,0.7,5.5,34.2,-6.8
O=C(CSc1ccc(-c2ccco2)nn1)c1ccccc1,7.2,-3.8,3.3,-4.0,6.1,0.4,-2.6,10.1,-9.7
Cc1cc(C)c(C(=O)CN2C(=O)NC3(CCC(C)CC3)C2=O)cc1C (stereo unspecified),0.6,-0.9,4.5,-8.0,0.8,-2.2,4.1,-5.9,6.9
Cc1cc(NCCCN2CCOCC2)n2ncc(-c3ccc(Cl)cc3)c2n1,4.4,-10.5,1.7,-37.9,8.3,0.7,-0.1,-19.4,-19.7
CCc1ccc(-c2nc(NC(=O)c3ccc(OCC(=O)Nc4ccc(F)cc4)c(OC)c3)sc2C)cc1,6.3,-7.2,3.2,-16.9,7.5,-3.5,-7.2,4.7,-26.4
CCN(CC)c1nc(C)nc2c1sc(=S)n2C,3.5,-0.6,0.3,-15.9,7.6,2.5,-10.7,5.9,-12.2
CSc1ccccc1NC(=O)Nc1ccc(Cl)cc1,8.6,-1.9,-2.8,1.2,10.5,0.9,-7.5,13.0,-16.5[20 µM]
CCC(=O)NNc1nc2c(C)cc(C)cc2s1,3.0,0.3,15.2*,16.2,3.6,4.4,1.0,13.4,-6.8
Cc1cc(NC(=O)CNC(=O)C2CCCCC2)no1,4.3,-6.8,-5.4,4.7,9.8,1.8,-5.0,19.2,-9.0
Cc1cc(C(C)(C)C)oc1C(=O)N(CC(=O)NC1CCCC1)Cc1ccccc1,6.1,-4.7,-5.5,-0.4,6.7,3.4,-3.1,17.2,-16.7[20 µM]
Cc1ccc(-n2c(C)cc(/C=N/NC(=O)c3ccc(CN4CCOCC4)cc3)c2C)cc1,0.2,-1.9,2.9,-42.4,7.2,0.5,-7.1,-4.2,-10.0[20 µM]
CCOc1ccc(OCc2ccc(C(=O)N3CCCC3)o2)cc1,5.1,-11.0,-1.0,-5.8,9.3,3.8,1.8,9.7,-7.6[20 µM]
O=c1oc2ccccc2c(O)c1/C=N/c1ccccn1,-1.5,-12.7,5.7,-4.6,15.4,-0.8,-3.5,-17.4,-1.9

# Part of the list above in order of molar mass, falling:
SMILES,BaF3 parental,p47phox inh,p97 ATPase inh,Tb hexokinase,PGE2 EP2 inh,Ba/F3 V617F tox,RBBP9 inh,PPC-1+TRAIL kill,Furin inh
CCOC(=O)N1CCN(c2cc(NCCC(=O)O)c3c4c(onc24)-c2ccccc2C3=O)CC1,3.7,-7.5,4.9,5.1,/,0.7,5.5,34.2,-6.8
COC(=O)c1sc(NC(=O)Cc2cccs2)nc1C,4.6,-9.8,-0.4,1.4,6.8,1.2,-6.2,28.1,-14.6[20 µM]
Cc1cc(NC(=O)CNC(=O)C2CCCCC2)no1,4.3,-6.8,-5.4,4.7,9.8,1.8,-5.0,19.2,-9.0

# New compounds follow
SMILES,BaF3 parental,p47phox inh,p97 ATPase inh,Tb hexokinase,PGE2 EP2 inh,Ba/F3 V617F tox,RBBP9 inh,PPC-1+TRAIL kill,Furin inh
Cc1ccccc1NC(=S)NCCC(c1ccccc1)c1ccccc1,0.0,-3.2,-6.7,5.0,8.6,3.8,-6.0,13.4,-9.8[20 µM]
Cc1ccc(OCc2n[nH]c(=S)n2C2CCCCC2)cc1,6.1,-7.4,-4.1,-4.7,14.5&6.5,-0.9,-4.2,8.6,-15.8[20 µM]
COc1cc2c(cc1OC)C(C(=O)N1CCN(c3ccccc3)CC1)C(c1cccs1)N(C)C2=O (stereo unspecified),9.6,-12.5,-7.4,-6.0,13.5,6.8,-1.9,6.9,-11.6[20 µM]
CC(=O)c1cnc(N2CCCCC2)nc1C,4.7,-11.6,2.3,-9.2,8.4,0.0,-7.7,13.2,-29.9
COC(=O)C(CC(=O)c1ccc(Br)cc1)n1ccnc1 (stereo unspecified),3.1,-9.8,-2.2,2.2,/,1.3,-13.6,34.0,-11.5[20 µM]
N#Cc1c(-n2ccnc2)cccc1-n1ccnc1,0.3,-2.2,2.2,-2.9,6.0,-2.6,-5.9,12.8,-23.1[20 µM]
CC(C)(C)c1cccc(C2(O)C(=O)c3ccccc3C2=O)c1O,2.2,7.6,3.2,-4.2,9.4,-4.7,-5.1,-3.5,-9.5
Cc1ccnc(NC(=O)Cn2cc([N+](=O)[O-])cn2)c1,1.4,-1.0,1.3,0.8,0.4,-3.2,-5.7,13.2,-12.9
O=C(C1CC1c1ccccc1)N1CCOCC1 (stereo unspecified),4.2,-8.9,8.9,-2.8,5.0,-5.2,-3.8,21.7,0.7
O=S(=O)(c1ccc(OCC(O)CN2CCN(c3ccc(F)cc3)CC2)cc1)N1CCOCC1 (stereo unspecified),4.9,-9.7,2.6,-0.2,2.4,1.8,6.8,-5.9,-16.4
CCOC(=O)c1cnc(-n2nc(C)cc2C)nc1Nc1cccc(C(=O)O)c1,2.5,-0.9,3.6,-9.7,1.7,-0.1,-1.0,-1.2,-15.7
O=C1CC(c2ccccc2)CC(O)=C1C=NCCN1CCNCC1 (stereo unspecified),2.7,-10.2,0.4,5.9,14.2,-4.5,-3.6,9.3,-12.7
O=C(CN(c1ccccc1)S(=O)(=O)c1ccccc1)N/N=C/c1ccco1,3.7,-7.7,0.4,37.5,8.0,-0.6,-6.5,22.6,-3.5
O=C(CN1C(=O)c2cccc3cccc1c23)N1CCN(c2ccc(F)cc2)CC1,4.4,-12.2,-8.3,-6.4,8.1,1.7,-10.8,-14.2,-25.9
Cc1cc(=O)[nH]c(SCC(=O)Nc2ccc(F)c([N+](=O)[O-])c2)n1,-2.7,-3.6,-0.5,-1.1,3.4,3.4,-5.1,5.6,-17.4
c1ccc2c(-c3nn[nH]n3)cccc2c1,4.3,-11.2,0.2,-3.0,3.5,-0.3,-4.8,0.8,-16.6
O=C(CCc1nc(-c2ccccc2)c(-c2ccccc2)o1)OCc1ccc(Cl)cc1,7.2,-17.0,-6.6,-2.3,6.5,-0.2,-4.6,-1.4,-11.0[20 µM]
COc1ccc(NS(=O)(=O)c2cccc(-c3nnc(-c4ccccc4)o3)c2)cc1,2.0,-18.7,-0.4,-0.3,12.7,-2.3,-12.7,1.4,-14.0[20 µM]
CC(=O)OC(COc1ccc(F)cc1)Cn1cnc2ccccc21 (stereo unspecified),2.1,5.0,-7.3,0.7,3.6,2.1,-12.5,-9.0,-16.3
CC(=O)Cc1nsc(NC(=O)c2cc(-c3ccccc3Cl)oc2C)n1,9.6,-25.1,3.4,-10.5,9.2&10.3,-5.5,-6.2,4.1,-20.0
CCOc1ccc(N(CC(=O)N/N=C/c2cc(Br)c(C)o2)S(C)(=O)=O)cc1,0.0,-13.7,2.3,-7.9,10.7,-2.3,-2.7,15.5,-43.0
